Compound activity (PubChem BioAssay)
SDO1 yeast rescue: restores growth of sdo1-depleted yeast. S. cerevisiae sdo1-depleted JHY4D growth rescue, OD600 30 h; hits give high values; pdr5 snq2 efflux-pump mutant strain. z-score at 10 µM. hit rate 0.21% among 140,000;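 active = z-score above 3 at both the 24 hr and the 30 hr optical density reads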;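 also: z-score against mean and SD of all compound wells on the same plate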
Insulin prom inh: TRM-6 insulin promoter activity inhibition; hit rate 0.9% among 130,000; TRM-6 cells (human fetal islet line), insulin promoter-eGFP reporter, imaging; reporter expression induced with tamoxifen; inhibition, % at 2 µM;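 active = inhibition above the mean plus 3 SD, with well images judged a real hit on visual review, cut at about 60% in these data, passing the limit was not always enough; inconclusive = inhibition over the cutoff but images rejected on review; inactive = inhibition not above the cutoff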
SDO1 yeast rescue Rescue 24 h: recorded beside SDO1 yeast rescue, whose call it bears; z-score; S. cerevisiae sdo1-depleted JHY4D growth rescue, OD600; measured here: growth rescue at 24 h;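 0 is the plate mean of compound wells and units are plate SD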
* hit, by the source's call; i = inactive; ? = inconclusive; · = not tested or not shown. A portion of the library. The share of hits here may be higher or lower than overall.

SDO1 yeast rescue	SDO1 yeast rescue Rescue 24 h	Structure	Insulin prom inh
0.65	0.64	NC(=O)Nc1ccc(Oc2c(F)c(F)c(F)c(F)c2F)cc1	9
0.78	-0.15	O=c1[nH]c2cc3c(cc2cc1C(c1nnnn1CC1CCCO1)N1CCCC1)OCO3 (configuration not stated)	27
1.2	0.86	O=C(CCCCn1c(=O)c2ccccc2n(CC(=O)Nc2ccccc2)c1=O)NCc1ccco1	-13
0.87	0.64	FC(F)(F)c1nnc2sc(-c3cccs3)nn12	-76
-0.31	0.7	CCn1nc(NC(=O)c2ccncc2)c2cc3cc(C)ccc3nc21	-229
1.2	2.3	CCCC(=O)Nc1ccc(C(=O)Nc2cccc(OC)c2)cc1	-25
-0.24	-0.43	COc1ccc(OCC(=O)N/N=C(\C)c2cc3ccccc3o2)cc1	40
·	·	O=C(Cc1ccccc1)NCC1COc2ccccc2O1 (configuration not stated)	-69
-0.13	-0.62	CCc1ccccc1NC1=NCC(=O)N1Cc1ccc2c(c1)OCO2	50
0.16	-0.06	CC1(C(=O)NC2CCCCCCC2)CCC(=O)N1Cc1ccco1 (configuration not stated)	·
-1.6	1.3	Cn1nc(-c2ccc(Cl)cc2)c2cc(C(=O)NCC3CCCO3)sc21 (configuration not stated)	·
-0.8	-0.63	CCNC(=S)N/N=C1\CCCCc2ccccc21	30
-0.48	-0.15	CCOC(=O)c1cc(CC)sc1/N=C/C1=C(O)CC(C)(C)CC1=O	33
0.53	0.63	CCCN1CCC(NC(=O)Nc2ccccc2C(=O)OC)CC1	-14
·	·	Cc1ccc(NC(=O)C2(C)Cc3ccccc3C(=O)O2)cc1 (configuration not stated)	0
-1.2	-1.2	Cc1sc(-n2c(C)cc(/C=N/n3cnnc3)c2C)c(C#N)c1C	50
·	·	Cn1cccc1/C=N/NC(=O)Cc1cccc2ccccc12	-45
-0.23	-0.47	CCN(CC(=O)Nc1ccc(OC)c(OC)c1)S(=O)(=O)c1ccc(C)cc1	5
0.55	0.49	Cc1[nH]c2ccccc2c1/C=N/Nc1ccc([N+](=O)[O-])cc1S(=O)(=O)Nc1ccc(Cl)cc1	-127
·	·	CCN(CC)S(=O)(=O)c1ccc2[nH]c(=O)cc(C(=O)Nc3ccc(C)cc3)c2c1	7
·	·	COc1ccc(CCNC(=O)CSc2nnc3ccc(-c4cccnc4)nn23)cc1	-22
-0.11	0.39	CCOC(=O)c1sc2nc(CN3CCN(c4cccc(C(F)(F)F)c4)CC3)[nH]c(=O)c2c1C	·
0.51	1.4	COc1cc(C(C)=O)ccc1COc1ccc(C(=O)OCC(=O)NC(C)(C)C)cc1OC	-10
-1.9	-1.5	Cc1ccc(C2CC2C(=O)NNC(=S)Nc2cccc(C)c2)cc1 (configuration not stated)	?

Complete entries, looked up by structure.
Results for `CCOC(=O)c1sc2nc(CN3CCN(c4cccc(C(F)(F)F)c4)CC3)[nH]c(=O)c2c1C` → SDO1 yeast rescue = -0.11; SDO1 yeast rescue Rescue 24 h = 0.39; Insulin prom inh = ·
Results for `NC(=O)Nc1ccc(Oc2c(F)c(F)c(F)c(F)c2F)cc1` → SDO1 yeast rescue = 0.65; SDO1 yeast rescue Rescue 24 h = 0.64; Insulin prom inh = 9
Results for `CCCN1CCC(NC(=O)Nc2ccccc2C(=O)OC)CC1` → SDO1 yeast rescue = 0.53; SDO1 yeast rescue Rescue 24 h = 0.63; Insulin prom inh = -14

The list continues.
SDO1 yeast rescue	SDO1 yeast rescue Rescue 24 h	Structure	Insulin prom inh
0.09	-0.16	CCCn1c(CC)nc([N+](=O)[O-])c1Sc1ccc(C)cc1	-3
-0.8	-0.11	O=C(Nc1nc(-c2cc3ccccc3o2)cs1)c1ccc(S(=O)(=O)N2CCCC2)cc1	15
0.54	-0.5	CCCN1CCN(C(=O)c2ccc(Sc3ccc(C)cc3)c(NC(C)=O)c2)CC1	-17
·	·	CCOc1ccc(-c2nnn(CC(=O)NCc3ccccc3)n2)cc1	6
0.08	-0.78	Cc1ccsc1C1Nc2ccccc2C(=O)N1O (configuration not stated)	9
1.5	1.4	Cn1c2ccc(F)cc2c2ncn(CCCN(CCO)CCO)c(=O)c21	47
0.65	0.94	CCN(CC)c1ccc(/C=c2\sc3nnc(-c4ccccc4Cl)n3c2=O)cc1	-17
-0.75	0.16	COC(=O)c1sc(N)c(C(=O)OC)c1COC(=O)[C@@H](NS(=O)(=O)c1cccc(Cl)c1)C(C)C	16
·	·	CCOc1ccc2[nH]c(=O)c(CN(CCN3CCCC3)C(=S)Nc3ccccc3OC)cc2c1	-56
1.3	-0.26	COc1ccc(N(CC(=O)NN=C2CCCCCCC2)S(=O)(=O)c2ccccc2)cc1Cl	-10
-0.39	-0.42	Cc1ccc(Cn2nc(C)c(NC(=O)C3CC3)c2C)cc1	17
-0.73	-0.45	O=C1c2ccccc2C(=O)N1CCc1nc2ccccc2c(=O)n1Cc1ccco1	·
-0.91	-1.5	Cn1c(=O)oc2cc(S(=O)(=O)Nc3ccc(Cl)cc3F)ccc21	·
3.5	2.1	CCOc1ccccc1NC(=O)c1cc(S(=O)(=O)N2CCC3(CC2)OCCO3)ccc1F	?
-1.8	-0.98	O=C(Cc1cccc2ccccc12)N/N=C/c1ccc(F)cc1	·
0.62	0.82	COc1ccc(OC)c(-n2c(-c3ccccc3)n[nH]c2=S)c1	·
0.39	-0.41	COc1ccc(F)cc1S(=O)(=O)NC1CCCC1	-83
0.55	-0.97	COc1cc(NC(=O)c2ccc(NS(=O)(=O)c3c(C)noc3C)cc2)cc(OC)c1	·
-0.43	-0.64	CCCCOC(=O)c1ccc(O)cc1	-71
-0.84	-0.6	CCOC(=O)Cc1cc(-c2ccccc2)nc2ccc3ccccc3c12	·
0.68	0.69	COc1ccc(C(=O)NCC(=O)OCC(=O)c2ccc3c(c2)OCCO3)cc1	-2
-0.5	-1.1	CC(C)(O)c1cn(-c2nonc2N)nn1	-57
0.22	0.3	CCOc1cc(CNCc2cccs2)cc(Br)c1OC	·
0.57	1.6	CC(C)Sc1nc2sc3c(c2c2nnc(SCC(=O)NCc4ccco4)n12)CCCC3	42
-1.2	-0.53	Fc1cccc(Nc2ncnc3sc4c(c23)CCC4)c1	-7
0.53	1.4	CCCCCC(=O)NC(=S)Nc1ccc(N2CCOCC2)cc1	11
·	·	CCC(=O)N1c2ccccc2NC2=C(C(=O)CCC2)C1c1ccco1 (configuration not stated)	40
0.77	0.06	CN(C)S(=O)(=O)c1ccc2c(c1)C(CC(=O)O)OC2=O (configuration not stated)	34
0.23	0.81	CS(=O)(=O)N(CC(=O)N1CCN(c2ccccc2F)CC1)c1ccc2c(c1)OCCO2	21
0.29	-0.87	CC1OC2(OC1C)C(=O)Nc1ccccc12 (configuration not stated)	25
0.23	1.2	CCOc1ccc(OCC)c(S(=O)(=O)NCCOC23CC4CC(CC(C4)C2)C3)c1	7
-2.6	-1.9	CCCc1nc(NCc2ccccn2)c2nnn(Cc3ccccc3F)c2n1	-14
0.29	0.71	Cn1nc(C(F)(F)F)c(C(=O)Nc2ccc(Cl)cc2)c1Cl	·
-2	-1.4	C=CCn1c(=O)c(C(=O)Nc2cccnc2)c(O)c2ccccc21	20
·	·	CCN(CC)S(=O)(=O)c1ccc(C(=O)NCc2n[nH]c(=S)n2-c2ccc(Cl)c(Cl)c2)cc1	27
·	·	CCn1cc(/C=C/C(=O)c2ccc(O)cc2)c(C)n1	18
-0.14	-0.23	CCOc1ccc(OCC)c(S(=O)(=O)N2CCCCC2)c1	12
·	·	CCCSc1nc2cc(OC)c(OC)cc2c(=N)n1CCCN1CCOCC1	-100
0.11	0.75	C=CCOc1c(Br)cc(CNc2ccc(NC(=O)C(C)C)c(OC)c2)cc1OCC	-27
1.1	0.88	CC1SC(C)C(=O)N(CC(=O)NCc2ccc(F)cc2)C1=O (configuration not stated)	·
-0.85	-0.81	CCCCN1c2ccccc2N(CCCO)c2cc(C)nnc21	-51
0.24	-0.02	COc1ccc(NC(=O)NC2(C(=O)N3CCCCCC3)CCCCC2)cc1	·
2.6	3.8	CC(C)C(=O)N1CCN(c2ccccc2N)CC1	·
-1.4	-1.3	c1ccc(CNc2nc(-c3cccs3)nc3ccccc23)cc1	30
0.23	-0.04	CCCN(CCC)CCNC(=O)c1cc2c(=O)n(C)c3ccccc3c2n1C	·
-0.77	-0.61	COc1ccc(-c2cc(C(F)(F)F)nc(SCC(=O)N(C)Cc3cn(C)nc3C)n2)cc1OC	-11
0.89	1.8	CC(=O)OC(C(=O)NCc1ccc2c(c1)OCO2)c1ccccc1Cl (configuration not stated)	42
-0.56	-0.32	CCOC(=O)c1c(N)sc(=S)c2c1CCC2	41

Retrieved by compound from the list above (3):
SDO1 yeast rescue	SDO1 yeast rescue Rescue 24 h	Structure	Insulin prom inh
-0.56	-0.32	CCOC(=O)c1c(N)sc(=S)c2c1CCC2	41
·	·	CCCSc1nc2cc(OC)c(OC)cc2c(=N)n1CCCN1CCOCC1	-100
0.24	-0.02	COc1ccc(NC(=O)NC2(C(=O)N3CCCCCC3)CCCCC2)cc1	·

The listing continues.
SDO1 yeast rescue	SDO1 yeast rescue Rescue 24 h	Structure	Insulin prom inh
-1.5	-1.1	Cc1ccccc1N1C(=O)c2cccc3c(N(C)CCO)ccc(c23)C1=O	7
0.18	-0.17	CCOc1ccc2[nH]c(=O)c(CN(Cc3nnnn3CCc3ccccc3)CC3CCCO3)cc2c1 (configuration not stated)	-142
-0.6	-0.08	Fc1cccc(Cl)c1Cn1nnc(-c2ccc(N3CCOCC3)cc2)n1	42
0.05	0.1	O=C(O)CCC(=O)N1CCN(c2nc3ccccc3s2)CC1	40
0.48	0.09	CCOC(=O)c1c(-c2ccccc2)csc1NC(=O)CCN1C(=O)c2ccccc2C1=O	·
-0.24	-0.51	O=C(CCCN1C(=O)/C(=C/c2ccco2)SC1=S)Nc1ccccc1	0
·	·	N#Cc1c(/N=C/c2cc(Br)cs2)sc2c1CCC2	54
1.7	1.2	COCCn1c(CN2CCN(c3ccc(OC)cc3)CC2)nc2c1c(=O)n(C)c(=O)n2C	27
-0.43	-0.86	Cc1nnc(SCC(=O)Nc2cccc(S(=O)(=O)N(C)c3ccccc3)c2)s1	·
-0.28	-0.62	CCCCOc1ccc(CN(C)c2ncnc(N)n2)cc1	-21
-0.28	-0.85	O=C(CSc1nc2ccccc2[nH]1)Nc1ccc(F)cc1	·
1.5	4.4	Cc1[nH]c2ccc(-c3nnc(SCC(=O)N4CCCc5ccccc54)o3)cc2c1C	·
-1.2	-1.1	O=C(/C=C/c1cccc([N+](=O)[O-])c1)c1cccs1	38
-1.2	-0.24	CCCCn1c(N)c(-c2nc3ccccc3s2)c2c([N+](=O)[O-])nn(C)c(=O)c21	24
-1.4	-1.3	CCc1ccc(NC(=O)c2ccc(F)c(S(=O)(=O)NCC3COc4ccccc4O3)c2)cc1 (configuration not stated)	·
1.2	0.74	CCN(CC)Cc1c(O)ccc2c(=O)c(-c3ccc4c(c3)OCCO4)coc12	27
·	·	CCNC(=O)NC(=O)COC(=O)CCc1nc(=O)c2ccccc2n1C	-6
-0.85	-0.48	CC(C)(C)n1ncc2c(=O)n(CC(=O)N3CCc4ccccc43)cnc21	·
-2.1	-1.4	Fc1ccccc1CSc1nc2ncc(Br)cc2[nH]1	0
·	·	CCN1CCN(c2ccc(NC(=O)c3ccc(F)cc3)cc2Cl)CC1	23
0.81	2	CC(Sc1nc(-c2ccc(F)cc2)cs1)C(=O)Nc1ccc(Cl)cn1 (configuration not stated)	-4
·	·	CCNC(=O)CCSc1nc(C)cc(C)n1	-50
0.22	0.41	C/C(=N\NC(=O)C(=O)Nc1cccc(Cl)c1)c1ccncc1	19
-0.89	-1.2	Cc1ccc(NC(=O)c2cc(S(=O)(=O)NCCc3ccccc3)ccc2F)cc1Cl	·
-1.3	-0.5	Clc1cccc(OCCN2CCN(CCOc3cccc(Cl)c3)CC2)c1	0
-0.06	-0.15	CCOC(=O)C1=C(C)NC2=C(C(=O)CCC2)C1c1cccs1 (configuration not stated)	42
·	·	COc1ccc(NC(=O)/C(Cl)=C(/Cl)S(=O)Cc2ccccc2Cl)cn1 (configuration not stated)	i
0.49	0.12	CCS(=O)(=O)NCC(c1cccnc1)N1CCN(c2ccc(F)cc2)CC1 (configuration not stated)	-7
1.8	2.7	Cc1cc(C(=O)N2CCOCC2)n(-c2ccccc2)n1	·
·	·	O=C(Nn1c(Cc2ccccc2)nc2ccccc2c1=O)c1c(O)c2cccc3c2n(c1=O)CCC3	33
-0.31	-0.4	CC1CN(Cc2ccc(Cl)cc2Cl)CC(C)O1 (configuration not stated)	42
0.8	1.1	CC(C)Nc1nc(Cl)nc(NNC(=O)C(C)Oc2ccccc2)n1 (configuration not stated)	·
-0.14	0.64	CSc1ccc(-c2nnn(Cc3ccc(C)cc3)n2)cc1	48
·	·	O=C(NN1CCOCC1)c1cnn2c(C(F)F)cc(-c3ccccc3)nc12	-17
0.93	-0.16	Cc1ccc(NC(=O)c2cc(C)on2)cc1	·
-0.54	-0.73	CCCc1cc(C(N)=O)c(NC(=O)C2CCCO2)s1 (configuration not stated)	50
-1.1	-1.1	CS(=O)(=O)c1ccc(Cl)c(NC(=O)c2ccc3ccccc3c2)c1	·

Compounds shown so far that contain a COOH group (2):
SDO1 yeast rescue	SDO1 yeast rescue Rescue 24 h	Structure	Insulin prom inh
0.77	0.06	CN(C)S(=O)(=O)c1ccc2c(c1)C(CC(=O)O)OC2=O (configuration not stated)	34
0.05	0.1	O=C(O)CCC(=O)N1CCN(c2nc3ccccc3s2)CC1	40
